mcGAS inh – mouse cGAS inhibition by luminescence; Q8C6L5; recombinant cGAS, Kinase-Glo ATP depletion luminescence; inhibition, % at 12.5 µM; 160,000 compounds, 0.15% hits; AID 1259399;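 further: 0% = negative control wells and 100% = reference inhibitor with no enzyme activity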
hcGAS lum – human cGAS inhibition; Q8N884; recombinant h-cGAS, ATP depletion, Kinase-Glo luminescence; inhibition, % at 12.5 µM; 290,000 compounds, 0.081% hits;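 further: 0% = vehicle reaction and 100% = reaction without DNA for no activity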
Target sequence (Q8N884 whole entry, looked up): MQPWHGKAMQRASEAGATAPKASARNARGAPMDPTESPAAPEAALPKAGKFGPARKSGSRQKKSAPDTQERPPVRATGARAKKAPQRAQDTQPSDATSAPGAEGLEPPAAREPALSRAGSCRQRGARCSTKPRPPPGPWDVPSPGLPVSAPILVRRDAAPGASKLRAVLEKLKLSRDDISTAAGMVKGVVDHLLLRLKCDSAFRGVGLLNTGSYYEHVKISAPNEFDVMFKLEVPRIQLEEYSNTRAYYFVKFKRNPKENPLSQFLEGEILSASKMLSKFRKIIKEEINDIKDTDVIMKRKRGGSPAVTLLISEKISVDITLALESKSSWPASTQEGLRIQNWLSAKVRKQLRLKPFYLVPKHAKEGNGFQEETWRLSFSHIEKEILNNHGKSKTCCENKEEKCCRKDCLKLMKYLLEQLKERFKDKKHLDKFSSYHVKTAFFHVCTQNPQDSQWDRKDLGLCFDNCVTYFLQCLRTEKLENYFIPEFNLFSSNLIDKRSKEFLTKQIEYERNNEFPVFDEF
NPYLR7 ag – activates Aedes aegypti NPYLR7 receptor. HEK293T NPYLR7/Galpha15, GCaMP6s calcium fluorescence. activation, % at 10 µM. 270,000 compounds, 0.15% hits. AID 1259423; in the data active means activation above about 40%;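 further: 0% = vehicle and 100% = reference agonist at the receptor; some compounds past the cut are filed as inactive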
Active calls of the source: *; x = not tested or not shown; & = joins results of further samples. Unless noted, no stated cut-off is given here; in the data, active means inhibition above about 40%; inactive means the rest.

structure	NPYLR7 ag	mcGAS inh	hcGAS lum
CC(NC(=O)COc1cccc(F)c1)c1nc2ccccc2[nH]1 (centres undefined)	1	-7	-8
CC(C)Oc1cccc(F)c1-c1ccc2c(c1)CC(=O)N2	-2	x	-7
Cc1c(Cl)cccc1NC(=O)CSc1ncnc2sc3c(c12)CCC3	-2	-4	-9
COc1cccc(C(CN2CCN(C(=O)Nc3ccccc3OC)CC2)OCc2ccc(C#N)cc2)c1 (centres undefined)	x	-7	-10
CC(C)NC(=O)CN1CCN(c2cc(C3CC(N)C3)nc(N(C)C)n2)CC1 (centres undefined)	x	-6	-8
CCN(CC)C(=O)CC1(C)N=C(c2cccc(C(F)(F)F)c2)N(C)O1 (centres undefined)	8	x	-5
Cc1ccn2c(NC(C)(C)CC(C)(C)C)c(-c3cccc(O)c3)nc2c1	7	-8	-5
CSc1ncccc1C(=O)N1CCN(c2nccc(-c3ccc(C(C)(C)C)cc3)n2)CC1	-17	2	2
CCCCCCOc1ccccc1-c1nc2ccccc2c(=O)n1Cc1cccc(Cl)c1	4	-5	-5
CC(SCCCc1ccccc1)C(=O)Nc1ccccc1Cl (centres undefined)	1	x	-14
CCOc1ccc(C(F)(F)F)cc1NC(=O)C1CC(=O)N(C(C)C)C1 (centres undefined)	-2	x	-6
CCCCCc1ccc(S(=O)(=O)N2CCN(Cc3cc(=O)c(OCc4cc(C)cc(C)c4)co3)CC2)cc1	5	-8	-8
O=C(CN1CN(c2ccccc2)C2(CCN(C(=O)Nc3cccc(F)c3)CC2)C1=O)N1CCCCC1	-5	-1	2
Cc1noc(-c2ccc(C(C)(C)C)cc2)c1C(=O)NCCc1ccncc1	1	-5	-3
O=[N+]([O-])c1ccccc1SNc1cc(C(F)(F)F)ccc1-n1ccnc1	12	x	-2
Cn1cccc1C(=O)NCc1ccc(-c2cccnc2)cc1	-7	-16	-8
Cc1ccccc1N1CCN(C(=O)CSc2nc(Cl)cc(N3CCN(C(=O)NC(C)C)C(C)C3)n2)CC1 (centres undefined)	12	-5	-2
Cc1occc1C(=O)Nc1ccc(C(=O)NC(C)Cc2ccncc2)cc1 (centres undefined)	1	x	-5
CCOC(=O)C1CCCN(C(=O)c2csc(COc3ccc4c(c3)OCO4)n2)C1 (centres undefined)	31	-5	-10
COC(=O)C(C)(NS(=O)(=O)CCCCC#N)c1ccccc1 (centres undefined)	0	x	-3
Cc1nc(-c2cccs2)sc1C(=O)OCc1cc(=O)n2ccsc2n1	1	x	-3
CCNS(=O)(=O)c1cccc(C(=O)OCc2nc(C(C)C)no2)c1	-1	x	1
O=C(N[C@H]1CCCCNC1=O)c1coc(COc2cccc(C(F)(F)F)c2)n1	7	x	-10
COCc1cnc2c(c1SCc1cc(C)ccc1C)c(=O)n(C)c(=O)n2C	7	-6	-2
O=C(O)c1[nH]c(=O)c2ccccc2c1-c1ccc[nH]1	-10	-6	-3
CCN(CC1CCCO1)C(=O)CCc1nnc(CCCc2ccccc2)o1 (centres undefined)	-1	-4	-2
COc1cccc(Oc2cc(N3CCC(C)CC3)ncn2)c1	-8	-5	-3
Cc1ccc2nc(N=C(NC(=O)c3ccccc3)NC(=O)c3ccccc3)nc(C)c2c1	-7	x	-6
O=C1NC(=Nc2ccccc2)S/C1=C/c1ccccn1	-9	-6	1
COc1ccc(C2NN(Cc3ccccc3)C3C(=O)N(C4CCCCC4)C(=O)C23)c(OC)c1 (centres undefined)	-7	-6	-2

An excerpt from above in order of length of the SMILES, low to high.
structure	NPYLR7 ag	mcGAS inh	hcGAS lum
CC(SCCCc1ccccc1)C(=O)Nc1ccccc1Cl (centres undefined)	1	x	-14
O=C1NC(=Nc2ccccc2)S/C1=C/c1ccccn1	-9	-6	1
COc1cccc(Oc2cc(N3CCC(C)CC3)ncn2)c1	-8	-5	-3
COC(=O)C(C)(NS(=O)(=O)CCCCC#N)c1ccccc1 (centres undefined)	0	x	-3
CCN(CC1CCCO1)C(=O)CCc1nnc(CCCc2ccccc2)o1 (centres undefined)	-1	-4	-2
Cc1nc(-c2cccs2)sc1C(=O)OCc1cc(=O)n2ccsc2n1	1	x	-3
CCNS(=O)(=O)c1cccc(C(=O)OCc2nc(C(C)C)no2)c1	-1	x	1
COCc1cnc2c(c1SCc1cc(C)ccc1C)c(=O)n(C)c(=O)n2C	7	-6	-2
CCCCCCOc1ccccc1-c1nc2ccccc2c(=O)n1Cc1cccc(Cl)c1	4	-5	-5
O=[N+]([O-])c1ccccc1SNc1cc(C(F)(F)F)ccc1-n1ccnc1	12	x	-2
CCOC(=O)C1CCCN(C(=O)c2csc(COc3ccc4c(c3)OCO4)n2)C1 (centres undefined)	31	-5	-10
O=C(N[C@H]1CCCCNC1=O)c1coc(COc2cccc(C(F)(F)F)c2)n1	7	x	-10
Cc1ccc2nc(N=C(NC(=O)c3ccccc3)NC(=O)c3ccccc3)nc(C)c2c1	-7	x	-6
COc1ccc(C2NN(Cc3ccccc3)C3C(=O)N(C4CCCCC4)C(=O)C23)c(OC)c1 (centres undefined)	-7	-6	-2
O=C(CN1CN(c2ccccc2)C2(CCN(C(=O)Nc3cccc(F)c3)CC2)C1=O)N1CCCCC1	-5	-1	2
Cc1ccccc1N1CCN(C(=O)CSc2nc(Cl)cc(N3CCN(C(=O)NC(C)C)C(C)C3)n2)CC1 (centres undefined)	12	-5	-2
CCCCCc1ccc(S(=O)(=O)N2CCN(Cc3cc(=O)c(OCc4cc(C)cc(C)c4)co3)CC2)cc1	5	-8	-8

The results go on.
structure	NPYLR7 ag	mcGAS inh	hcGAS lum
Cn1nc(CN2CCOC3(CNCCOC3)C2)c2c(Cl)cccc21 (centres undefined)	5	-14	-7
CCc1nc2ccc(C(=O)N(C)CCN(C)C)cn2c1N(C)C(=O)C1CCCCC1	-10	4	10
CNCC(=O)Nc1c2c(nc3c1CCC3)CCCC2	2	0	3
Cc1ccc(Cl)cc1NC(=O)C1CCCN1S(=O)(=O)c1c(C)noc1C (centres undefined)	-2	x	-12
Cc1ccc(S(=O)(=O)NCC(c2ccc3c(c2)CCCN3C)N(C)C)s1 (centres undefined)	3	0	7
Cc1c(C(=O)N(C)CC(=O)Nc2ccc(Cl)c(Cl)c2)cnn1C	1	x	-13
CCOCCCn1c(-c2cc(OC)c(OC)c(OC)c2)nc2nc3ccccc3nc21	-12	0	0
CCNC(=O)C1CCCN(C(=O)c2ccc(-c3ccco3)nc2C)C1 (centres undefined)	8	x	-3
CC1(C(=O)NC2CCCC2)CCN1C(=O)C/C=C/c1ccccc1 (centres undefined)	10	-6	-7
Cc1nnsc1CN(C)Cc1ccccc1-c1ccco1	3	-17	-4
CNc1nc2c(c(=O)n(C)c(=O)n2C)n1Cc1ccccc1Cl	6	x	-5
CCOc1ccc(-c2cc3c(SCC(=O)OC(C)C)nccn3n2)cc1Cl	3	-8	-5
CCC(C)c1ccccc1NC(=O)c1ccc(NC(C)=O)s1 (centres undefined)	6	x	-7
COc1ccc(OC)c(C(=O)N(C)c2ccc3ccccc3c2)c1	-3	x	-4
CCCCN(C)c1c(C)nc2ccc(C(=O)N3CCCCC3)cn12	-5	-3	-5
CC1(C(=O)NS(=O)(=O)c2cccc(F)c2)CCN1C(=O)CCc1ccccc1 (centres undefined)	0	x	-10
O=C(Cc1ccc([N+](=O)[O-])cc1)N=Nc1c(O)[nH]c2ccccc12	-2	-6	-4
COc1ccccc1N1CCC(N2CCN(C)C(CCO)C2)CC1 (centres undefined)	5&-2	x	-4&3
O=C(CCC1CCCN(C(=O)c2ccccc2-n2cccn2)C1)NCc1ccccc1F (centres undefined)	5	x	-8&-1
CCN(CC)S(=O)(=O)c1ccc2c(c1)nc(SCc1cc(C)ccc1C)n2C(C)C	4	-5	-2
Nc1cc(=O)nc(SCC(=O)N2CCCc3ccccc32)n1-c1cccc(C(F)(F)F)c1	13	-7	0
CN(CC1COc2ccccc2O1)C(=O)c1nc2ccccc2c(=O)[nH]1 (centres undefined)	2	x	-8
Cc1ccc(C(=O)NC(C(=O)NC2CC2)C2CCN(C(=O)Nc3cccc(Cl)c3)CC2)cc1 (centres undefined)	6	-3	-1
COc1cccc(C2CC(c3ccc(C)cc3C)=NN2C(=O)CN2CCN(c3ccccc3F)CC2)c1 (centres undefined)	15	-3	-2
Cc1ccc(-c2noc(C(NCC(O)COc3ccccc3)C(C)C)n2)cc1Cl (centres undefined)	33	-5	-8
CSc1nc(N2CCCC2)c2cnn(CCN)c2n1	-3	x	0
CCOC(=O)C(c1cc(OC)ccc1OC)C1C=CC(NS(=O)(=O)c2ccc(Cl)c([N+](=O)[O-])c2)C1 (centres undefined)	7	-3	-6
Cc1nccn1-c1cc(CNC(=O)Nc2cccnc2N2CCCC2)ccn1	12	x	-1
O=C(NN1C(=O)C2C3C=CC(C4CC34)C2C1=O)c1cccc(Br)c1 (centres undefined)	5	1	-3
Cc1cc(CNC(=O)c2ccccc2N2CCCC2=O)ccc1F	0	x	-15
CNC(=S)N1CCN(c2ccc(C(F)(F)F)cn2)CC1	4	x	-2
Cc1ccc(-c2csc3ncn(CCC(=O)NCc4ccc(C)c(F)c4)c(=O)c23)cc1	1	x	-4
CC(C)N(CC(=O)Nc1cc(-c2ccccc2)nn1-c1ccc(Cl)c(Cl)c1)C(=O)Cc1ccc(F)cc1	-6	-2	-2
CCc1nc2ccc(C(=O)NCCCn3ccnc3)cn2c1N(C=O)CC	-7	0	-4
CCCCCCCOC(=O)C1C(=N)OC2=C(C(=O)CCC2)C1c1ccco1 (centres undefined)	4	-3	-11
Cc1ccc(C(=O)COC(=O)c2cnccn2)cc1C	-1	x	-7
N#CCOc1coc(CN2CCN(c3ccccc3)CC2)cc1=O	1	-8	-5
Fc1ccc(-n2c(SCc3cccc(C(F)(F)F)c3)nnc2-c2ccco2)cc1	x	-4	-4
CCN(CC)C(=O)Oc1ccc2c(ccn2Cc2c(F)cc(F)cc2F)c1-c1ccc(C#N)cc1	10	-7	-4
c1ccc(-c2noc3nc(NC4CC4)ccc23)cc1	-1	-6	-5
Clc1cccc(C2CCN(Cc3nc(COc4ccccc4)no3)C2)c1 (centres undefined)	0	-3	0
O=C(c1cccs1)N(Cc1ccccc1Cl)CC1CC(c2cccc(F)c2)=NO1 (centres undefined)	0	-5	-1
CC(=O)c1c(C)[nH]c(C(=O)C(C)N(C)Cc2ccco2)c1C (centres undefined)	5	x	-4
CCCOc1ccc(-c2cccc(NS(=O)(=O)c3ccccc3)c2)nn1	-8	-5	0
COc1cc(NC(=O)C2CCC(c3ccccc3)N(C(=O)NCc3ccccc3)C2)cc(OC)c1 (centres undefined)	x	-5	-5
c1cncc(COC2CCN(Cc3ccc(-c4ccn[nH]4)s3)CC2)c1	4	x	3
COc1ccc(C(=O)N2CCN(c3nc(-c4cccc(C(F)(F)F)c4)nc(C)c3Cc3ccccc3)CC2)cc1	-5	-6	-8
CC(C)CN1CCCC(CNC(=O)c2c[nH]c(=O)c(Cl)c2)C1 (centres undefined)	4	x	-6
COCCNC(=O)c1cccc(CSc2nc(N3CCN(c4ccc(OC)cc4)CC3)cc(C(C)(C)C)n2)c1	6	-5	-4
CSc1nc(-c2ccco2)nn1S(C)(=O)=O	-1	x	-8

(list continues)
structure	NPYLR7 ag	mcGAS inh	hcGAS lum
O=C(NCCc1nc(-c2ccccc2)cs1)c1cccc(=O)[nH]1	29	-11	-5
Cc1nc(CN2CCN(C(=O)c3cc(Cl)c4ccccc4c3O)CC2)no1	1	x	-8
CSc1nc(C)cc(OCCO)n1	4	x	6
COc1cc(-c2cnc(N[C@@H](CO)C(C)C)cn2)cc(OC)c1OC	3	-3	-1
COCCCN(Cc1ccc(C(O)(c2cccs2)c2cccs2)o1)Cc1cccs1	2	-3	-3
CC(C=Nc1ccccc1)C=Nc1ccccc1 (centres undefined)	1&1	x	0&1

Record cards, from the list above. Values in the order: NPYLR7 ag | mcGAS inh | hcGAS lum
Listed for `O=C(NCCc1nc(-c2ccccc2)cs1)c1cccc(=O)[nH]1` → 29 | -11 | -5
Listed for `CSc1nc(C)cc(OCCO)n1` → 4 | x | 6

High-throughput results (PubChem BioAssay)
